Compound activity from PubChem BioAssay.
NIH3T3 tox: cytotoxic compounds in NIH 3T3 cells; NIH 3T3 viability, CellTiter-Glo ATP luminescence, 48-72 h; Potency, µM (highest dose often 96.7 µM), for inactives: top-dose activity change, negative = cytotoxicity, hits mostly inhibitors; 4.3% of 94,000 active; note: potency is the fitted concentration of half-maximal effect; nearly all actives have a fitted effect of over 55% in size
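Cells were seeded at 400 per well, treated with pin-transferred compound, and kept 48 or 72 hr at 37 °C before CellTiter-Glo addition and luminescence imaging of cellular ATP.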
SNCA viab count: cell viability loss counter-screen; HEK-293-SNCA-luc viability, GF-AFC fluorescence, 24 h; Potency, µM (highest dose often 57.1 µM), for inactives: at the highest dose activity change, negative = cytotoxicity, actives largely listed as cytotoxic; 0.12% of 150,000 active; AID 1671193;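 note: potency is the fitted concentration of half-maximal effect; 0% = DMSO-treated cells and -100% = medium-only wells without cells; nearly all actives have a fitted effect of over 30% in size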
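Cytotoxicity counterscreen: after 24 h compound treatment of genome-edited SNCA-luciferase HEK-293 cells, live-cell protease substrate GF-AFC read by fluorescence after 30 min; activity scaled between DMSO (0%) and medium-only (-100%), curves Hill-fitted.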
IP6K1 inhibitor: IP6K1 kinase inhibition; Q92551; IP6K1 kinase, ADP-Glo luminescence, 2 h; stronger effect = lower value; activity change, % (series mostly up to about 58 µM); 0.81% of 140,000 active; AID 1645851; in the data active = activity change below about -25%
Target sequence (Q92551 whole entry, looked up): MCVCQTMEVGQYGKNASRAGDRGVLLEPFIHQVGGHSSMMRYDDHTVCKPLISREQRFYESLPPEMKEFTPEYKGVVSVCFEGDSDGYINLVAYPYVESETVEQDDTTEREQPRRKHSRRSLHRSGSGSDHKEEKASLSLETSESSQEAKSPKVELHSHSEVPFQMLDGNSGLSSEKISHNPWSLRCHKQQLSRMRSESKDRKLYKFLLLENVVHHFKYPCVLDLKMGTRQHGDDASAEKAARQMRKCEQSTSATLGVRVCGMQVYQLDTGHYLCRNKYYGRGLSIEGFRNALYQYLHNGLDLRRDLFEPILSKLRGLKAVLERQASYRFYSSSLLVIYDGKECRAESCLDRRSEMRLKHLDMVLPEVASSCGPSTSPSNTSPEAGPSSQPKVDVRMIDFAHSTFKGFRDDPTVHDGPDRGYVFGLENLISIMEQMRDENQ
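ADP-Glo luminescence measures ADP made by human IP6K1 during a 2 h RT reaction with ATP/IP6 (mix at 1.3 mM/130 uM); top library doses 57.5 and 19.1 uM final.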
SNCA expr inhib: inhibitors of alpha-synuclein (SNCA) gene expression. Potency, µM (series often up to 57.2 µM), for inactives: top-dose activity change, negative = inhibition, hits mostly inhibitors. HEK-293 SNCA-luciferase knock-in, luminescence, 24 h. AID 1671194. 0.17% of 140,000 active;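 note: potency is the fitted concentration of half-maximal effect; plate controls were DMSO cells for no effect and cell-free wells for full effect; nearly all actives have a fitted effect of over 45% in size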
HEK293 tox: kills HEK 293 cells; AID 1345083; HEK 293 viability, ATP luminescence (CellTiter-Glo), 48-72 h; Potency, µM (top dose mostly 115 µM), without a hit: at the highest dose activity change, negative = cytotoxicity, most hits filed as inhibitors; 6.6% of 94,000 active; note: potency is the fitted concentration of half-maximal effect; nearly all actives have a fitted effect of over 60% in size
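CellTiter-Glo luminescence (cellular ATP) was read after 48 or 72 hr of compound exposure at 37 degree Celsius. Cells were HEK 293 plated at 250 cells/well.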
GPT2 inhibitor: blocks human glutamate pyruvate transaminase 2. Potency, µM (titrated, usually from 57.7 µM), for inactives: top-dose activity change, negative = inhibition, actives largely listed as inhibitors. AID 1671188. Recombinant GPT2, coupled pyruvate oxidase/HRP Amplex Red fluorescence. Q8TD30. 0.25% of 100,000 active; note: potency is the fitted concentration of half-maximal effect; nearly all actives have a fitted effect of over 60% in size; many of its hits are not listed in these tables
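Inhibition is scored from Amplex Red fluorescence generated when pyruvate oxidase and HRP act on pyruvate released by GPT2. Reactions contain 10ng/uL enzyme, 250uM a-KG and 2mM L-alanine and run 30 min at room temperature.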
Luciferase inh: blocks purified firefly luciferase enzyme activity; purified P. pyralis luciferase, luminescence, biochemical; P08659; Potency, µM (doses to about 115 µM), for inactives: top-dose activity change, negative = inhibition, hits mostly inhibitors; AID 1347043; 2.5% of 76,000 active; note: potency is the fitted concentration of half-maximal effect; nearly all actives have a fitted effect of over 65% in size
Target sequence (P08659 whole entry, looked up): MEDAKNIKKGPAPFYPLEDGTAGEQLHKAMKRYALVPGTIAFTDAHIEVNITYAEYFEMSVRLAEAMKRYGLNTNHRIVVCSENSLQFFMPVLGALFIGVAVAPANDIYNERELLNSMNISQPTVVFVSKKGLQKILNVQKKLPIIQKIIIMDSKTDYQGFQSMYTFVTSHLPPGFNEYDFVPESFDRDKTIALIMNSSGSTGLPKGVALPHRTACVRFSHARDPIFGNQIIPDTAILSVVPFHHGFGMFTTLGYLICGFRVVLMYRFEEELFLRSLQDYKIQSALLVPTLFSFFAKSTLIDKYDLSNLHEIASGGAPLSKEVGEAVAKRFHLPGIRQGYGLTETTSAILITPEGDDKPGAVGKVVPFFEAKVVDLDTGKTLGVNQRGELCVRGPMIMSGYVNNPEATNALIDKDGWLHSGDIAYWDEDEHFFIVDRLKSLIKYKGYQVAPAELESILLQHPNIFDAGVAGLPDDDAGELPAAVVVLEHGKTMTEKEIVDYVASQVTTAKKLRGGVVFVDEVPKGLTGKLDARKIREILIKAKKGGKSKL
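Purified P. pyralis luciferase (10nM final) in 50mM Tris acetate pH 7.5, 10mM Mg acetate, 0.01% Tween-20, 0.05% BSA with 10uM D-luciferin and 10uM ATP. Compounds titrated qHTS. Luminescence imaged on CCD.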
Active calls of the source: *; i = inactive; ? = inconclusive; · = no result given; [ ] = remark or other dose. Unless noted, calls come from the whole dose curve; as a rule, active = well fitted curve in the direction sought with a large enough effect; inconclusive = small, poorly fitted or top-dose-only effect, or another doubt; inactive = no such curve, though single readings can be large; an effect the other way counts as inactive or inconclusive. Unless noted, % is set by controls: 0 for no effect and ±100 for the full control effect. This is a random part of the collection, and some 7.7% of all compounds hit somewhere here.

Field names: A = NIH3T3 tox; B = SNCA viab count; C = IP6K1 inhibitor; D = SNCA expr inhib; E = HEK293 tox; F = GPT2 inhibitor; G = Luciferase inh
CCNC(=O)NC1(CCOC)CCN(C(=O)Cc2cccc(OC)c2)CC1
  A = i	B = 0%	C = -3	D = 16%	E = -6%	F = -3%	G = 5%
O=C(Nc1ccc(N2CCN(c3ccc(F)cc3)CC2)c(C(=O)O)c1)c1ccccc1F
  A = ·	B = -4%	C = 2	D = 26%	E = ·	F = ·	G = ·
CCS(=O)(=O)Nc1ccc(C2(C(=O)NCc3ccc(C)cc3)CCC2)cc1
  A = ?	B = 5%	C = 5	D = 5%	E = -8%	F = -12%	G = -7%
Cc1cccc2ncc(C(=O)N3CCC4(CCNC(=O)CC4)CC3)c(=O)n12
  A = 1%	B = 7%	C = 14	D = ?	E = ?	F = 5%	G = -2%
CCOC(=O)c1cnc2ccc(OCC)cc2c1Nc1cc(Cl)c(OC)cc1OC
  A = ·	B = -5%	C = 10	D = -2%	E = ·	F = ·	G = ·
Cc1cc(C)cc(NC(=O)CSc2nc3c(c(=O)[nH]2)CN(Cc2ccc(F)cc2)CC3)c1
  A = ·	B = -2%	C = -5	D = 11%	E = ·	F = ·	G = ·
O=C(Nc1cnc(-c2ccccc2)nc1)C1CCCCC1
  A = i	B = -1%	C = 2	D = -65%	E = -9%	F = i	G = 1µM*
O=C1NC(=NC2CCCCC2)C2(CCN(Cc3ccc(F)cc3)C2)N1c1cccnc1 (configuration not stated)
  A = 40µM*	B = -5%	C = 2	D = 2%	E = i	F = -4%	G = ·
Cc1nc(C2CCCCN2C(=O)NC2CCCCC2)n[nH]1 (configuration not stated)
  A = i	B = 2%	C = -8	D = 5%	E = 2%	F = 4%	G = 1%
COc1ccccc1CCC(=O)N1CC(C(=O)N(C)C)C2(CCOCC2)C1 (configuration not stated)
  A = -2%	B = 8%	C = 28	D = -18%	E = i	F = i	G = -10%
COc1ccc(CNC(=O)CC(c2ccc(OC)c(OC)c2)N2Cc3ccccc3C2=O)cc1 (configuration not stated)
  A = ·	B = -25%	C = -15	D = -6%	E = ·	F = ·	G = ·
CCCN1CCN(CC2=C(C(=O)OCC)C(c3cccc(OC)c3OC)NC(=O)N2)CC1 (configuration not stated)
  A = ·	B = -5%	C = 23	D = 5%	E = ·	F = ·	G = ·
COc1ccccc1-c1cccc(C(=O)N2CCN(C(=O)NC3CCCC3)CC2)c1
  A = ?	B = -4%[12.5 µM]	C = 4	D = 0%	E = ?	F = -3%	G = ·
CCc1ccc(S(=O)(=O)c2nnn3c2nc(Nc2ccc(NC(C)=O)cc2)c2sccc23)cc1
  A = ·	B = 7%	C = 0	D = -10%	E = ·	F = ·	G = ·
COc1ccc(NC(=O)N2CCC(CCc3nc(C4CCOCC4)no3)CC2)cc1F
  A = ?	B = -8%	C = 7	D = 18%	E = ?	F = i	G = ·
O=C(Cc1ccc(Cl)cc1)N1CCc2n[nH]c(=O)n2CC1
  A = 2%	B = -10%	C = -1	D = 7%	E = i	F = i	G = 3%
Cc1ccc(SC2CCN(Cc3nc(CCc4ccccc4)no3)CC2)cc1
  A = ?	B = 6%	C = -1	D = -12%	E = ?	F = -3%	G = -1%
O=C(Cc1ccc(C(F)(F)F)cc1)NC1CCN(Cc2cccc(-c3cccs3)c2)CC1
  A = ?	B = -9%[12.5 µM]	C = 10	D = -9%	E = ?	F = i	G = ·
CC(C)c1cc(C(=O)N2CCC3(CC2)Nc2ccccc2NC3=O)n[nH]1
  A = -15%	B = -14%	C = 27	D = 3%	E = -22%	F = -18%	G = 1%
C#CCNC(=O)[C@@H]1Cc2c[nH]c3cccc(c23)[C@H](CC(C)C)N1
  A = 100µM*	B = -17%[87.6 µM]	C = 4	D = -21%[87.6 µM]	E = 71µM*	F = i	G = 8%[172 µM]
COc1cc(C)c(CN2CCC3(CC2)[C@H](O)C[C@@H]3OCCN)cc1C
  A = -24%	B = -2%	C = 6	D = 2%	E = ?	F = -2%	G = -1%
COCCn1ncc(N2CCCC(CC(=O)NCCc3ccccn3)C2)cc1=O (configuration not stated)
  A = -17%	B = 2%	C = 1	D = -13%	E = -2%	F = i	G = -11%
Cc1ccc(NC(=O)C2CCCN(C(=O)c3cnn(-c4ccccc4)c3-n3cccc3)C2)cc1 (configuration not stated)
  A = ·	B = 10%	C = -3	D = 21%	E = ·	F = ·	G = ·
CC(C(=O)NCc1ccccc1F)C1CCOCC1 (configuration not stated)
  A = i	B = 10%[12.5 µM]	C = 17	D = 27%	E = 8%	F = 0%	G = 3%
Cc1noc(C)c1-c1cc2cc(CO)oc2c(NCc2cccc(F)c2)n1
  A = 25µM*	B = -12%[87.6 µM]	C = 4	D = 52%[activator][87.6 µM]	E = ?	F = -10%[88.5 µM]	G = 6%[172 µM]

Some of the entries so far, comma-delimited.
SMILES,NIH3T3 tox,SNCA viab count,IP6K1 inhibitor,SNCA expr inhib,HEK293 tox,GPT2 inhibitor,Luciferase inh
CC(C)c1cc(C(=O)N2CCC3(CC2)Nc2ccccc2NC3=O)n[nH]1,-15%,-14%,27,3%,-22%,-18%,1%
C#CCNC(=O)[C@@H]1Cc2c[nH]c3cccc(c23)[C@H](CC(C)C)N1,100µM*,-17%[87.6 µM],4,-21%[87.6 µM],71µM*,i,8%[172 µM]
COc1cc(C)c(CN2CCC3(CC2)[C@H](O)C[C@@H]3OCCN)cc1C,-24%,-2%,6,2%,?,-2%,-1%
COCCn1ncc(N2CCCC(CC(=O)NCCc3ccccn3)C2)cc1=O (configuration not stated),-17%,2%,1,-13%,-2%,i,-11%
Cc1ccc(NC(=O)C2CCCN(C(=O)c3cnn(-c4ccccc4)c3-n3cccc3)C2)cc1 (configuration not stated),·,10%,-3,21%,·,·,·
CC(C(=O)NCc1ccccc1F)C1CCOCC1 (configuration not stated),i,10%[12.5 µM],17,27%,8%,0%,3%
Cc1noc(C)c1-c1cc2cc(CO)oc2c(NCc2cccc(F)c2)n1,25µM*,-12%[87.6 µM],4,52%[activator][87.6 µM],?,-10%[88.5 µM],6%[172 µM]

The list goes on:
Field names: A = NIH3T3 tox; B = SNCA viab count; C = IP6K1 inhibitor; D = SNCA expr inhib; E = HEK293 tox; F = GPT2 inhibitor; G = Luciferase inh
COc1ccc(CNC(=O)C2=C(C)C(=O)OC23CCCCC3)cc1OC
  A = ·	B = -4%	C = 22	D = -3%	E = ·	F = ·	G = ·
CCc1nc(-c2c3n(c(=O)n(CC(=O)Nc4cc(C)ccc4C)c2=O)CCCC3)no1
  A = 3%	B = -4%	C = 3	D = -5%	E = 10%	F = -7%	G = 1%
CCc1ccc2occ(CC(=O)N[C@H]3[C@@H](COC)[C@H]4OCC[C@@H]34)c2c1
  A = 1%	B = -1%	C = -10	D = -5%	E = -5%	F = i	G = 0%
O=C(NCCc1ccccc1)C1Cn2cccc2C(=O)N1Cc1cccnc1 (configuration not stated)
  A = -24%	B = -20%	C = -9	D = 32%[activator]	E = -5%	F = -6%	G = -12%
CCCNC(=O)N1CC[C@@H](CC(=O)O)[C@@H](CC2=NCCc3cc(OC)ccc32)C1
  A = -10%[174 µM]	B = 3%[87.6 µM]	C = 18	D = -15%[87.6 µM]	E = 2%[172 µM]	F = 1%[88.5 µM]	G = -2%[172 µM]
CN(Cc1cccnc1)C1CN(C(=O)C2CCCCC2)C1
  A = i	B = 1%	C = 1	D = 38%[activator]	E = -20%	F = i	G = ?
CCc1ccc(NC(=O)C2CCN(C(=O)c3nnn4cc(C)[nH]c(=O)c34)CC2)cc1
  A = i	B = 5%	C = 8	D = 2%	E = 13%	F = 1%	G = ?
Cc1ccc(CN2CCNC(=O)C2CC(=O)O)cc1 (configuration not stated)
  A = -1%	B = 1%	C = -7	D = 7%	E = -7%	F = i	G = -3%
CNC(=O)[C@@H]1CN(C(=O)c2cccc(OC)c2C)C[C@H]1COC
  A = -7%	B = -4%	C = 12	D = 44%[activator]	E = -10%	F = i	G = -3%
O=S(=O)(c1ccccc1)c1nnn2c1nc(NC1CCCC1)c1ccccc12
  A = -22%	B = 6%	C = 6	D = -7%	E = -26%	F = i	G = ·
Cc1ccc2[nH]c(=O)c(CCC(=O)NCCN3CCc4ccccc4C3)cc2c1
  A = 5%	B = 2%	C = 28	D = 0%	E = -5%	F = i	G = -6%
CN(C)C(=O)c1cn2cc(-c3ccc(F)cc3)sc2n1
  A = -18%[138 µM]	B = 4%[87.6 µM]	C = -2	D = -42%[87.6 µM]	E = -24%[172 µM]	F = -11%[88.5 µM]	G = ·
CC(C)c1ccc(N2CC(C(=O)N(C)C3CCSCC3)CC2=O)cc1 (configuration not stated)
  A = -4%	B = -13%	C = 15	D = 1%	E = -17%	F = ?	G = -25%
COc1cccc(OCCN(C)C(=O)C2CCCN(C(=O)N(C)C)C2)c1 (configuration not stated)
  A = -21%	B = 9%	C = -11	D = 10%	E = -20%	F = i[11.5 µM]	G = -2%
Cc1ccccc1Nc1nn2c(=O)c3ccc(C(=O)N4CCCC(C)C4)cc3nc2s1 (configuration not stated)
  A = ·	B = 4%	C = 11	D = 30%	E = ·	F = ·	G = ·
O=C(CSCc1cc(=O)c2ccccc2[nH]1)Nc1cccc(C(F)(F)F)c1
  A = ·	B = -1%	C = 9	D = -19%	E = ·	F = ·	G = ·
O=C(Nc1ccccc1)O[C@@H]1CO[C@H]2[C@@H]1OC[C@@H]2n1nnnc1Sc1ccccc1
  A = ?	B = 3%[87.6 µM]	C = 13	D = 2%[87.6 µM]	E = ?	F = 2%[88.5 µM]	G = 0%[172 µM]
COc1ccc(C)cc1Nc1c2c(nc3ccccc13)CCC2
  A = ·	B = ?	C = -10	D = ?	E = ·	F = ·	G = ·
Brc1ccc(-c2nc3ccccn3c2Nc2ccc3c(c2)OCCO3)o1
  A = ·	B = -7%	C = 7	D = ?	E = ·	F = ·	G = ·
COCC1CN(C(C)=O)CC12CCN(C(=O)CC1CCCCC1)CC2 (configuration not stated)
  A = 3%	B = -10%	C = -4	D = 7%	E = i	F = i	G = 9%
O=C(C[C@@H]1C[C@H]2O[C@H](CNC3CCCC3)[C@@H](O)[C@H]2O1)N1CCC(F)(F)C1
  A = 1%[174 µM]	B = -14%[87.6 µM]	C = 8	D = -6%[87.6 µM]	E = -1%[172 µM]	F = -5%[88.5 µM]	G = 4%[172 µM]
CCOc1ccc2c(n1)CCN(C(=O)c1ccc(C(C)C)cc1)C2
  A = ?	B = -8%[12.5 µM]	C = 14	D = 85%[activator]	E = ?	F = i	G = 32µM*
CC(C)CCNC(=O)c1cc2cc(S(=O)(=O)N3CCCCC3)ccc2n1C
  A = ·	B = -1%	C = 2	D = 37%[activator]	E = ·	F = ·	G = ·
O=C(C[C@@H]1O[C@H](CNC(=O)Nc2cccc(F)c2)[C@@H](O)[C@H]1O)NCc1cccnc1
  A = -15%[174 µM]	B = 1%[87.6 µM]	C = 18	D = -9%[87.6 µM]	E = -13%[172 µM]	F = 2%[88.5 µM]	G = -2%[172 µM]
